# Assay outcomes from PubChem.
# HTT ATP protect: protects HTT-Q103 PC12 cells, measured by ATP. PC12 HTT-Q103 induced, cytoprotection, ATP luminescence, 40 h. Potency, µM (series often up to 56.4 µM), for inactives: cytoprotection (ATP increase), usual class: activators. 0.14% of 230,000 active;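 note: % of control where 0% means no effect; nearly all actives have a fitted effect of over 45% in size; toxic huntingtin expression switched on by the ecdysone agonist tebufenozide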
#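 Compounds were screened for protection of PC12 cells against cell death after tebufenozide induction (100 nM final) of mutant Huntingtin exon 1 (Q103) fused to GFP.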
# aGlu spleen mod: inhibitors or activators of human alpha-glucosidase in spleen homogenate | P10253 | AID 2112 | 0.006% of 240,000 active | Potency, µM (series often up to 79.9 µM), for the others: at the top dose activity change, negative = inhibition, actives largely listed as inhibitors | human spleen homogenate, 4-MU-alpha-glucoside fluorescence;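 note: 0% = enzyme with vehicle and -100% = no enzyme basal signal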
#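 AC50 values come from Hill-equation fits of concentration-response data, normalized to no-enzyme and full-activity controls. Enzyme source: 1 ug human spleen homogenate; 1 mM fluorogenic 4-MU glucoside, pH 5.0 citrate buffer, 37 C, 40 min.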
# * marks the source's active call; other numbers are inactive results; ? = inconclusive; & = joins results of further samples; [ ] = remark or other dose. Calls come from the whole dose curve; as a rule, active = well fitted curve in the direction sought with a large enough effect; inconclusive = small, poorly fitted or top-dose-only effect, or another doubt; inactive = no such curve, though single readings can be large; an effect the other way counts as inactive or inconclusive. Potency is the fitted concentration of half-maximal effect. Some of the compounds tested; count on the stated rates, not on these rows.
SMILES,HTT ATP protect,aGlu spleen mod
Cc1ccc(C#CC2C=CC(Oc3ccc4c(c3)OCO4)C(CO)O2)c(C)c1 (stereo not drawn),5%[10 µM],3%[17.4 µM]
COC(=O)[C@H](CCSC)NC(=O)C/C=C\[C@@H](C)[C@@H](CO)OC,0%[10 µM],5%[17.4 µM]
O=C1[C@H]2[C@H]3[C@H](O)[C@H](O)C/C(=N/OC[C@@H](O)COCc4ccco4)[C@@H]3CC[C@@H]2C(=O)N1C1CCCCC1,?,-5%[17.4 µM]
CC(C)CO/N=C1/C[C@@H](O)[C@@H](O)[C@@H]2[C@@H]3C(=O)N(C[C@@H]4CCCO4)C(=O)[C@H]3CC[C@H]12,?,1%[17.4 µM]
C=CC[C@@H]1C=C[C@H](O/N=C(\C)CCN2CCCc3nc(C)c(C)cc32)[C@H](CO)O1,-1%[10 µM],5%[17.4 µM]
Cc1cc2c(nc1C)CCCCN2C[C@H](O)CN1CCCc2nc(-c3ccc(Br)cc3)ccc21,-6%[10 µM],-3%[17.4 µM]
C=CCOC(=O)C(C(C)=O)C(NC(=O)OC)c1ccccc1 (stereo not drawn),-7%[10 µM],-3%[17.4 µM]
C=CC1=C[C@@H](O)C2OC2C12OCCCO2 (stereo partly drawn),-3%[10 µM],1%[17.4 µM]
CCc1cc2c(nc1CC)CCN(CC/C(C)=N/OC[C@@H](C)[C@H](OCc1ccccc1)C(C)C)C2,?,-11%[17.4 µM]
CO[C@@H]1COC(=O)C/C=C\[C@@H](C)[C@H](OC)COC(=O)[C@@H](C)COC(=O)C/C=C\[C@H]1C,-8%[10 µM],-9%[17.4 µM]
COC(=O)[C@H](CCSC)NC(=O)C/C=C\[C@@H](C)CO,-42%[inhibitor][10 µM],-3%[17.4 µM]
CCOC(=O)CCN1C(=O)[C@H]2[C@H]3[C@H](O)[C@H](O)C/C(=N/NC(=O)OCc4ccc(OC)cc4)[C@@H]3CC[C@@H]2C1=O,-16%[10 µM],10%[17.4 µM]
CC1Cc2c(COc3ccccc3)nc3c(c2CO1)CN(CCOc1ccccc1)CC3 (stereo not drawn),6%[10 µM],0%[17.4 µM]
CC(C)=CCC/C(C)=C/C=C/C1=CC2(C)CC1(C)C(/C=C(\C)CCC=C(C)C)CC2=O (stereo not drawn),?,3%[17.4 µM]
COC(=O)C1=C(C)N(Cc2ccccc2)C2=C3C(=O)OCCC3[C@@](O)(C(=O)OC)C(=O)N2C1c1ccccc1 (stereo partly drawn),-12%[10 µM],-1%[17.4 µM]
C=CCOC(=O)C(C(C)=O)C(NC(=O)OC)c1ccc(F)cc1 (stereo not drawn),2%[10 µM],2%[17.4 µM]
O=C1C[C@@H](O)[C@@H](O)[C@H]2[C@@H]3C(=O)N(Cc4ccc5c(c4)OCO5)C(=O)[C@@H]3CC[C@H]12,-20%&-8%[10 µM],1%&2%[17.4 µM]
CC12C=C(/C=C/CCc3ccco3)C(C)(C1)C(CCc1ccco1)CC2=O (stereo not drawn),1%[10 µM],6%[17.4 µM]
C/C(CCN1CCCc2nc(C)c(C)cc21)=N\O[C@@H](C)CN1CCCc2nc(C)c(C)cc21,16%[10 µM],8%[17.4 µM]
CCCCCCC1Cc2cc(OC)c(OC)cc2C(C(C(=O)OCC)C(=O)OCC)O1 (stereo not drawn),-15%&-6%[10 µM],3%&5%[17.4 µM]
CC(C)=CCC/C(C)=C/CO/N=C1/C[C@@H](O)[C@@H](O)[C@@H]2[C@@H]3C(=O)N(C(C)(C)C)C(=O)[C@H]3CC[C@H]12,-5%[10 µM],-2%[17.4 µM]
CCCC[C@@H]1CN2[C@H](c3ccc(Br)cc3)[C@@H](C)CC[C@H]2C(=O)O1,-9%[10 µM],2%[17.4 µM]
CC(=O)OCC1OC(C#Cc2ccccc2Cl)C=CC1OC(C)=O (stereo not drawn),1%[10 µM],0%[17.4 µM]
CO[C@H]1COC(=O)[C@H](C)NC(=O)C/C=C\[C@@H](C)[C@@H](NS(=O)(=O)c2ccc(C)cc2)COC(=O)[C@H](OCc2ccccc2)/C=C\[C@@H]1C,-46%[inhibitor][10 µM],3%[17.4 µM]
O=C1C[C@@H](O)[C@@H](O)[C@@H]2[C@H]3C(=O)N(c4ccc(F)cc4F)C(=O)[C@@H]3CC[C@@H]12,?,1%[17.4 µM]
C#CCCCO/N=C1/C[C@@H](O)[C@@H](O)[C@@H]2[C@@H]3C(=O)N(Cc4ccccc4)C(=O)[C@H]3CC[C@H]12,-1%[10 µM],0%[17.4 µM]
C#CCCCO/N=C1/[C@H]2O[C@@H]2[C@@H](O)[C@H]2[C@H]1CCn1c(=O)n(Cc3cc4c(cc3Cl)OCO4)c(=O)n12,-11%[10 µM],4%[17.4 µM]
CCOC(=O)CCN1C(=O)[C@H]2[C@H]3[C@H](O)[C@H](O)C/C(=N/O[C@@H]4O[C@@H](COC(C)=O)[C@@H](OC(C)=O)[C@@H](OC(C)=O)[C@H]4OC(C)=O)[C@H]3CC[C@@H]2C1=O,2%[10 µM],0%[17.4 µM]
COc1cccc(C2NC(C(=O)O)CCC2C)c1 (stereo not drawn),-15%[10 µM],5%[17.4 µM]
CC(O)CCCCCCC/C=C/C=C/C(N)=O (stereo not drawn),15%[10 µM],-1%[17.4 µM]
O=C1C[C@@H](O)[C@@H](O)[C@H]2[C@@H]3C(=O)N(Cc4ccccc4)C(=O)[C@@H]3CC[C@H]12,-9%&-38%[10 µM],8%&-4%[17.4 µM]
C[C@@H]1CC[C@@H]2C(=O)N3[C@@H](CC[C@@H](C)[C@@H]3c3ccc(-c4ccco4)cc3)C(=O)N2[C@H]1c1ccc(-c2ccco2)cc1,-4%[10 µM],-7%[17.4 µM]
CCOC(=O)CCN1C(=O)[C@H]2[C@H]3[C@H](O)[C@H](O)C/C(=N/NC(=O)OCC)[C@H]3CC[C@@H]2C1=O,-1%[10 µM],2%[17.4 µM]
CC(=O)c1ccc(OC2C(O)COC2/C=C/c2ccc(Cl)cc2)cc1 (stereo not drawn),9%&-5%[10 µM],6%&7%[17.4 µM]
CC(=O)OCC1OC(c2ccc(C(C)=O)cc2)C=CC1OC(C)=O (stereo not drawn),2%[10 µM],5%[17.4 µM]
CO/N=C(/C)CCC(=O)OC[C@@H]1O[C@H](C#Cc2ccccc2)C=C[C@@H]1Oc1ccc(C)cc1,-43%[inhibitor][10 µM],3%[17.4 µM]
O=C1[C@H]2[C@H]3[C@H](O)[C@H](O)C/C(=N/OCc4ccccc4)[C@H]3CC[C@@H]2C(=O)N1c1cccc(Oc2ccccc2)c1,8%[10 µM],1%[17.4 µM]
CC(=O)c1ccc(C2C=CC(O)C(CO)O2)cc1 (stereo not drawn),-6%[10 µM],-1%[17.4 µM]
C/C(CCC(=O)OC[C@@H]1O[C@H](C#Cc2ccccc2)C=C[C@@H]1Oc1ccc(C)cc1)=N/O[C@@H](C)CN1CCCCc2nc(C)c(C)cc21,2%[10 µM],3%[17.4 µM]
Cc1cc2c(nc1C)CCCN2CC(O)CN1CCCc2nc(C)c(C)cc21,-43%[inhibitor][10 µM],6%[17.4 µM]

# Copied from the list:
# aGlu spleen mod, `C[C@@H]1CC[C@@H]2C(=O)N3[C@@H](CC[C@@H](C)[C@@H]3c3ccc(-c4ccco4)cc3)C(=O)N2[C@H]1c1ccc(-c2ccco2)cc1` = -7%[17.4 µM]
# HTT ATP protect, `CCOC(=O)CCN1C(=O)[C@H]2[C@H]3[C@H](O)[C@H](O)C/C(=N/NC(=O)OCC)[C@H]3CC[C@@H]2C1=O` = -1%[10 µM]
# aGlu spleen mod, `CC(=O)OCC1OC(c2ccc(C(C)=O)cc2)C=CC1OC(C)=O` (stereo not drawn) = 5%[17.4 µM]

# (continued)
SMILES,HTT ATP protect,aGlu spleen mod
CCN1C(=O)[C@H]2[C@H]3[C@H](O)[C@H](O)C/C(=N/O[C@@H](C)c4cn([C@H]5COC[C@H]5O)nn4)[C@@H]3CC[C@@H]2C1=O,-46%[inhibitor][10 µM],0%[17.4 µM]
C=CCC1C=CC(OC(=O)OCC)C(COC(=O)OCC)O1 (stereo not drawn),-7%[10 µM],-11%[17.4 µM]
C/C(CCN1CCc2nc(-c3ccccc3)c(-c3ccccc3)cc2C1)=N\O[C@@H](C)CN1CCCCc2nc(C)c(C)cc21,?,-3%[17.4 µM]
COc1ccc(/C=C/N(CCc2ccc(OC)c(OC)c2)C(=O)C(F)(F)F)cc1,-26%[10 µM],6%[17.4 µM]
CC(C)CN1CCc2nc(-c3ccccc3)c3c(c2C1)COC(C)C3 (stereo not drawn),-7%[10 µM],6%[17.4 µM]
CC(=O)OCC1OC(c2cc(C)cc(C)c2)C=CC1OC(C)=O (stereo not drawn),-6%[10 µM],-2%[17.4 µM]
CCN1C(=O)[C@H]2[C@H]3[C@H](O)[C@H](O)C/C(=N/NC(=O)OCc4ccccc4)[C@@H]3CC[C@@H]2C1=O,-1%[10 µM],-10%[17.4 µM]
CC(=O)c1ccc(C2C=CC(Oc3ccc(-c4ccccc4)cc3)C(CO)O2)cc1 (stereo not drawn),-7%[10 µM],4%[17.4 µM]
COc1cccc([C@@H]2Oc3ccc(OC)cc3/C(=N/O[C@@H](C)c3cn([C@H]4COC[C@H]4O)nn3)[C@@H]2O)c1,-10%[10 µM],-2%[17.4 µM]
O=c1n(-c2ccccc2)c(=O)n2n1CC[C@H]1/C(=N\OC[C@@H](O)COCc3ccco3)[C@H]3O[C@@H]3[C@@H](O)[C@@H]12,-1%&-7%[10 µM],-10%&-8%[17.4 µM]

# A different layout for some results above.
# Results follow in this order: HTT ATP protect, aGlu spleen mod
COc1cccc([C@@H]2Oc3ccc(OC)cc3/C(=N/O[C@@H](C)c3cn([C@H]4COC[C@H]4O)nn3)[C@@H]2O)c1
    -10%[10 µM], -2%[17.4 µM]
O=c1n(-c2ccccc2)c(=O)n2n1CC[C@H]1/C(=N\OC[C@@H](O)COCc3ccco3)[C@H]3O[C@@H]3[C@@H](O)[C@@H]12
    -1%&-7%[10 µM], -10%&-8%[17.4 µM]

# Next entries.
SMILES,HTT ATP protect,aGlu spleen mod
CO[C@H]1COC(=O)C/C=C\[C@@H](C)COC(=O)[C@H]2CCCN2C(=O)C/C=C\[C@H]1C,1%[10 µM],2%[17.4 µM]
CC1CCC2C(=O)N3C(CCC(C)C3c3ccc(-c4ccco4)cc3)C(=O)N2C1c1ccc(-c2ccco2)cc1 (stereo not drawn),-24%[10 µM],-7%[17.4 µM]
COc1ccc(O[C@H]2C=C[C@@H](c3ccccc3)O[C@@H]2CO/N=C(\C)CCN2CCCc3nc(C)c(C)cc32)cc1,-67%[inhibitor][10 µM],1%[17.4 µM]
COC(=O)[C@@H]1[C@@H](O)[C@]2(O)c3ccccc3O[C@]2(c2ccccc2)[C@H]1c1ccccc1,13%[10 µM],5%[17.4 µM]
CC1CCC2C(=O)N3C(CCC(C)[C@@H]3c3ccc(Br)cc3)C(=O)N2C1c1ccc(Br)cc1 (stereo partly drawn),-29%[10 µM],1%[17.4 µM]
CCO[C@H](c1cc(OC)cc([N+](=O)[O-])c1OC)[C@H](C)/C=C\CC(=O)OC,?,-5%[17.4 µM]
COc1ccc(O[C@H]2C=C[C@@H](c3ccccc3)O[C@@H]2CON=C(C)C)cc1,-7%[10 µM],-2%[17.4 µM]
CC(=O)OC[C@@H]1O[C@H](CCO/N=C\[C@@H](C)[C@H](OCc2ccccc2)C(C)C)C=C[C@@H]1OC(C)=O,-13%[10 µM],1%[17.4 µM]
COc1ccc(OC2C=CC(C#Cc3ccc(Br)cc3)OC2CO)c(C(C)(C)C)c1 (stereo not drawn),-33%[inhibitor][10 µM],4%[17.4 µM]
Cc1cc2c(c(=O)o1)[C@@H](O)[C@H]1O[C@@H]1C2=O,?,1%[17.4 µM]
CCN1C(=O)[C@H]2[C@H]3[C@H](O)[C@H](O)C/C(=N/O[C@@H](C)CN4CCCc5nc(C)c(C)cc54)[C@@H]3CC[C@@H]2C1=O,15%[10 µM],-3%[17.4 µM]
O=C1C[C@@H](O)[C@@H](O)[C@H]2[C@@H]3C(=O)N(c4cccc(Oc5ccccc5)c4)C(=O)[C@@H]3CC[C@H]12,-292%&11%[inhibitor][10 µM],-9%&-5%[17.4 µM]
CC(C)CN1CCc2nc(-c3ccccc3)c3c(c2CC1)COC(C)C3 (stereo not drawn),1%[10 µM],-3%[17.4 µM]
COC(=O)C/C=C/C(C)C(OCc1cccc(-c2ccccc2)c1)C1CCCCC1 (stereo not drawn),1%[10 µM],-10%[17.4 µM]
CC(C)CO/N=C1/C[C@@H](O)[C@@H](O)[C@@H]2[C@@H]3C(=O)N([C@@H](C)c4ccccc4)C(=O)[C@H]3CC[C@H]12,?,3%[17.4 µM]
COc1ccc(OC)c(-c2ccccc2/C=N/NS(=O)(=O)c2ccc(C)cc2)c1,-20%[10 µM],-13%[17.4 µM]
COC(=O)NC(c1ccccc1)C(C#N)C(=O)OC (stereo not drawn),-3%[10 µM],-7%[17.4 µM]
CCCNC(=O)OC[C@@H]1O[C@H](CCO/N=C\C[C@H]2C=C[C@H](OC(C)=O)[C@@H](COC(C)=O)O2)C=C[C@@H]1Oc1ccc(OC)cc1,-5%[10 µM],-1%[17.4 µM]
CC(C)[C@@H](OCc1ccccc1)[C@H](C)/C=N\O[C@@H](C)c1cn([C@@H]2COC[C@@H]2O)nn1,-8%[10 µM],-3%[17.4 µM]
